12-LOX inh = ALOX12 (human) lipoxygenase inhibition; P18054; purified 12hLO, xylenol orange hydroperoxide absorbance; Potency, µM (top dose mostly 108 µM), without a hit: at the top dose activity change, negative = inhibition, actives largely listed as inhibitors; 580,000 compounds, 1.1% hits; active = well fitted inhibition curve with a large enough effect; inconclusive = small, poorly fitted or top-dose-only effect, or another doubt; inactive = no such curve, though single readings can be large or run the other way
Target sequence (P18054 whole entry, looked up): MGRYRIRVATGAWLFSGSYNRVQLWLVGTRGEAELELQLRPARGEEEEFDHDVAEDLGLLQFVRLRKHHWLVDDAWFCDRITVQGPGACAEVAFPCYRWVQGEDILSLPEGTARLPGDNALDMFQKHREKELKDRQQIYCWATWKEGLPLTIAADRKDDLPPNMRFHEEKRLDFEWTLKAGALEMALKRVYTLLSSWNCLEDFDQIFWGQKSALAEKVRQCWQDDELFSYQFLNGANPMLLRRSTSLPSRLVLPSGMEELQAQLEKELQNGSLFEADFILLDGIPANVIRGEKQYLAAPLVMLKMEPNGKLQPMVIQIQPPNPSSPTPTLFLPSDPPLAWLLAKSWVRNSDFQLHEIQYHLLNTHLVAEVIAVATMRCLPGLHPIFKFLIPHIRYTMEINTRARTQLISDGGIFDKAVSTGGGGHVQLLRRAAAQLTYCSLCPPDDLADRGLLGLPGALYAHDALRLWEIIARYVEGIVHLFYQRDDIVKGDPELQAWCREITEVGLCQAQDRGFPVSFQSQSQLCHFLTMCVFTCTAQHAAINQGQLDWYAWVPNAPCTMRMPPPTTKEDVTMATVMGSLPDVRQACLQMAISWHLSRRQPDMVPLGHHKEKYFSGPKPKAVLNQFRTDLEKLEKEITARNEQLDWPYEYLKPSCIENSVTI
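Purified human 12hLO at 150 nM in 25 mM Hepes, 0.01% Triton X-100, pH 7.0, preincubated 15 min at room temperature with compound. Reaction started with 40 uM arachidonic acid, 30 min at room temperature. Hydroperoxide measured by Fe-xylenol orange, 573/405 nm absorbance ratio.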
* hit, by the source's call; ? = inconclusive; [ ] = dose if it differs, or a comment. % is scaled to controls: 0 for no effect and ±100 for the full control effect; potency is read from the fitted curve at half-maximal effect. Some of the compounds tested, so the mix of outcomes need not match the whole.

smiles | 12-LOX inh
Cn1cc(C=CC(=O)O)c2nccnc21 | 11.3%
CC(=O)N1CCC(Oc2ccc(Cl)cc2C(=O)N(C)Cc2csc(C)n2)CC1 | 14.2%
Cc1nc2ccc(C(=O)OC(C)C(=O)NC3CCCCCC3)cc2nc1C (stereo not given) | ?
Cc1ccc(-c2nc3ncccc3o2)cc1NC(=O)CC12CC3CC(CC(C3)C1)C2 | 26.6%
CC1(C(=O)NS(=O)(=O)c2ccc(F)cc2F)CCN1C(=O)C/C=C/c1ccccc1 (stereo not given) | ?
CC1(C)N=C(N)N=C(N)N1c1ccc(OCC(=O)N2CCOCC2)cc1 | -9.8%
O=C(NCC1CCCO1)C1COC2(CCN(C(=O)c3ccccc3F)CC2)N1C(=O)c1ccccc1 (stereo not given) | 25.5%
Cc1cc(C)c(S(=O)(=O)N(C)C(=O)c2cc3c(s2)CCCCCC3)c(C)c1 | 6.6%
NC(c1ccccc1)c1nnc2n1CCN(C(=O)N1CCOCC1)C2 (stereo not given) | 5.2%[6.33 µM]
CCOC(=O)c1nc2ccccc2nc1NCc1ccco1 | -10.9%
O=C(CC1CCCCC1)NC1CCN(C(=O)N2CC3CC(C2)[C@H]2CCCC(=O)N2C3)CC1 (stereo not given in full) | 39.6%[activator]
Fc1ccc(-c2[nH]ncc2CN(Cc2cccnc2)Cc2cccnc2)cc1 | 8.1%

Nothing new here: an excerpt of the list.
smiles | 12-LOX inh
CC1(C(=O)NS(=O)(=O)c2ccc(F)cc2F)CCN1C(=O)C/C=C/c1ccccc1 (stereo not given) | ?
CC1(C)N=C(N)N=C(N)N1c1ccc(OCC(=O)N2CCOCC2)cc1 | -9.8%

(listing goes on)
smiles | 12-LOX inh
O=C(CCCc1nc2ccccc2o1)NCc1ccccc1F | -15.0%
C=CC[N+]12CCCCC1[C@H](CO)CCC2 (stereo not given in full) | -19.6%
O=C(c1cccnc1)N1CCC2(CC1)CC(N(Cc1ccc(F)cc1)C1CC1)CCO2 (stereo not given) | 31.9%[activator]
Cc1cc(C(=O)NCC23CCCC=C2NC(=O)CC3)n(C)n1 (stereo not given) | 38.0%[activator]
CCC(C)NC(=O)NC1CCN(c2nc3ccccc3n(C)c2=O)CC1 (stereo not given) | -13.8%
CCn1c(CN(C)Cc2nc3c(C)cccc3[nH]2)nnc1C1CC(N)C1 (stereo not given) | 136.8%[activator]
CSc1ccc(CNC(=O)c2noc(-c3ccc(C)cc3)n2)cc1 | 25.5%
CN1C(=O)CS(=O)(=O)C12CCN(C(=O)c1ccncc1)CC2 | 18.6%
Cc1cnc(CCNC(=O)C2CCOCC2)n1C(C)C | 27.9%
COCCN1CCN(C(=O)CC(c2ccccc2)c2ccc(Cl)cc2)CC1 (stereo not given) | 1.5%
CC1=C(C(=O)Nc2ccc(Cl)cc2C(=O)NCCc2cccs2)SCCO1 | 20.2%
O=C(Nc1ccc(N2CCOCC2)cc1)c1csc(COCCO)n1 | 0.4%
FC(F)(F)C1(C(F)(F)F)C2C=CC(C2)N1c1nccs1 (stereo not given) | 34.3%[activator]
CCCCNC(=O)c1nc(-c2cnccn2)oc1-c1ccc(Cl)cc1 | -2.2%
COc1ccccc1CNC(=O)c1scnc1C | 3.0%
COc1ccc(-c2cc(N3CCCN(C(=O)c4cccc(F)c4)CC3)n[nH]2)cc1 | 0.7%
Nc1c(C(=O)NC2CCCC2)cnn1-c1ccccc1 | 18.5%
COc1ccc(CNC(=O)C(=O)c2c[nH]c3ccccc23)cc1 | -17.8%
COc1ccc(CN(C)S(=O)(=O)c2ccc3c(c2)OCCCO3)cc1OC | ?
O=C(Nc1cccc(Cl)c1)[C@@H]1C[C@@H](c2ccc(F)cc2)N([S+](=O)([O-])c2ccccc2)C1 | -10.7%
COc1ccc(C2=NN(C(=O)c3cccs3)C(c3ccc4nccnc4c3)C2)cc1 (stereo not given) | 5.0%
CC1=C(C(=O)N(C(C)C)C(C)C)CC(CC(=O)NCCc2ccccn2)C(=O)N1CCCN1CCCC1=O (stereo not given) | 9.6%
c1ccc(N2CCN(C3CCCN(Cc4cn[nH]c4C4CCCCC4)C3)CC2)cc1 (stereo not given) | 57.0%[activator]
O=C(O)C[C@@H]1CCN(C(=O)C2CCCC2)C[C@@H]1CCN1CCN(c2cccc(C(F)(F)F)c2)CC1 | 12.8%
CCOc1ccccc1Oc1c(C(F)(F)F)oc2cc(OC(=O)c3ccc(C)cc3)ccc2c1=O | -1.1%
COc1ccc(-c2nc3cc(F)ccc3cc2CN(C(=O)c2cccs2)C2CC2)cc1 | 0.8%
Fc1ccccc1Nc1cnc2ccc(-c3ccccc3)nn12 | -0.7%[176 µM]
CC(=O)c1ccc(N2CCN(C(=O)c3ccc(Cn4cncn4)cc3)CC2)cc1 | 3.3%
COC(=O)[C@]12CCCCC=C1N(Cc1ccco1)C(=O)[C@H](CC(=O)N1CCSCC1)C2 | 47.0%
O=C1CCN(S(=O)(=O)c2ccccc2)CCCN(C(=O)C2CC2)CCN1 | 8.0%
COc1ccccc1CN1CCc2ncc(C(=O)NCCC(C)C)n2CC1 | 3.6%[176 µM]
CCCNS(=O)(=O)c1ccc(N2C(=O)CCS2(=O)=O)cc1C | -12.9%
Cc1ccc(NC(=O)CSc2nc(-c3ccccc3)cc(=O)[nH]2)cc1Cl | 4.1%
CCC(C)(C)C1CCC(NC(=O)C(=O)Nc2cccc(Cl)c2C)CC1 (stereo not given) | ?
CN(CC(=O)Nc1ccc(Cl)c(C(F)(F)F)c1)S(=O)(=O)c1cnc[nH]1 | -10.4%
COc1ccc(Nc2nc3ccccc3nc2-n2nc(C)cc2C)cc1Cl | -4.2%
O=C(O)c1cc(Cl)cc(Cl)c1Br | ?
CC(C)c1cc(C(=O)N2CCN(c3ncccc3C#N)CC2)n(C)n1 | 40.1%[activator]
CC1CCCN1c1ccc(C(=O)N2CCC(Oc3cccnc3)CC2)cn1 (stereo not given) | 24.1%
c1coc(CNCCSCc2cccs2)c1 | ?
COc1ccc(-c2nc3cc(NC(=O)c4ccc(Br)cc4)ccc3o2)cc1 | -6.2%
O=C(c1ccccc1F)N1CCC(c2nn(Cc3ccccc3)c(=O)[nH]2)CC1 | 41.4%[activator]
COc1ccc(-c2nc3ccc(Cl)cn3c2Cc2cccc(F)c2)cc1OC | ?
CCC(=O)Nc1cc(C(=O)NCc2ccc(N3CCOCC3)cc2)c2ccc(C)nc2c1 | 73.4%[activator]
Cc1cc2nc3n(c(=O)c2n1CC(=O)Nc1ccc(F)c(Cl)c1)CCC3 | 18.8%
O=[N+]([O-])c1ccc(C=Nc2cccc3ccccc23)cc1 | ?
CC(C)CN1CCN(C(=O)CCC[C@@H]2[C@H]3CCCN4CCC[C@@H](CN2C(=O)c2ccccc2)[C@@H]34)CC1 | 96.5%[activator]
O=C(c1cccs1)N1C[C@@H](O)[C@H](n2cc(C3CC3)nn2)C[C@@H]1c1ccccc1 | 11.4%
O=C(c1cccc(C(F)(F)F)c1)N1CCCC(C(=O)N2CCCC2)C1 (stereo not given) | -14.0%
O=C(CCCc1ccccc1)N1CCC2(CC1)CC(Cc1nc(-c3cccnc3)no1)CCO2 (stereo not given) | 24.6%
COc1cccc(C(=O)Nc2c(N3CCCC3)c3ccccc3oc2=O)c1 | ?
CN(C)Cc1nnc(C2CC(NC(=O)c3cn(-c4ccccc4)nn3)C2)n1C (stereo not given) | 79.3%[activator]
CC(C)CC(N)c1csc(Nc2cc(Oc3ccccc3)ncn2)n1 (stereo not given) | ?
CCCCN(Cc1ccccc1)c1ccc(NS(=O)(=O)c2ccccc2C)cc1C(=O)O | ?
CC1=C(C(=O)N(C(C)C)C(C)C)CC(CC(=O)NC2CC2)C(=O)N1Cc1ccc(C(C)(C)C)cc1 (stereo not given) | -3.3%
CCCCCCN1CCN(C2CN(Cc3cn(Cc4ccc(C(F)(F)F)cc4)nn3)S(=O)(=O)C2)CC1 (stereo not given) | ?
Cc1ccccc1CS(=O)Cc1c(F)cccc1Cl (stereo not given) | 2.8%
O=C(O)c1ccccc1-c1ccc(/C=N/O)o1 | ?
c1ccc(-c2nc3ccccc3nc2-c2ccc(CN3CCC4(CC3)CNc3ccccc34)cc2)cc1 | ?
C[C@H](CO)N1C[C@H](C)[C@H](CN(C)Cc2ccc(C(=O)O)cc2)OCc2ccccc2-c2c(n(C)c3ccccc23)C1=O | -1.7%

Single values from the results shown:
Value of CC(=O)c1ccc(N2CCN(C(=O)c3ccc(Cn4cncn4)cc3)CC2)cc1 under 12-LOX inh: 3.3%
Value of O=C(O)C[C@@H]1CCN(C(=O)C2CCCC2)C[C@@H]1CCN1CCN(c2cccc(C(F)(F)F)c2)CC1 under 12-LOX inh: 12.8%

Next results follow.
structure	12-LOX inh
COCCNC(=O)[C@@H]1CCC[C@@H](NCc2nccn2C)CN(C)C(=O)C1	92.5%[activator][176 µM]
O=C1CCC[C@H]2[C@@H](Cc3ccccc3)[C@@H](NS(=O)(=O)c3ccc([N+](=O)[O-])cc3[N+](=O)[O-])CC[C@]23CCCN13	-7.8%
COc1ccc(C(=O)NC2CCCc3c2[nH]c2ccccc32)cc1OC (stereo not given)	?
CC1(C)CC(Cc2ccccc2C(F)(F)F)N(C(=O)OC(C)(C)C)C1 (stereo not given)	0.8%
O=S(=O)(c1cc(F)ccc1F)N1CCC(C2CCNC2)CC1 (stereo not given)	-2.2%
COC(=O)N[C@H](C(=O)N1CCC[C@@H]1c1ncc(-c2ccc(-c3ccc(-c4cnc([C@@H]5CCCN5C(=O)[C@@H](NC(=O)OC)C(C)C)[nH]4)cc3)cc2)[nH]1)C(C)C	-3.2%[57.4 µM]
Cc1cccc2cc(CN(CC3CCCO3)C(=O)c3cccc(F)c3)c(N(C)C)nc12 (stereo not given)	19.7%
COc1ccc(Nc2cc3c(cn2)CN(CCc2ccccc2)CCN3)cc1OC	-14.5%[176 µM]
COc1cc(NC(=O)Cn2c(-c3cnccn3)nc(C)c(C)c2=O)cc(OC)c1OC	-1.7%
CC(=O)N1CCN(C(=O)CCc2c(C)c3ccc(O)cc3oc2=O)CC1	2.1%
COCc1ccc2c(c1)c(OC(C)(C)C(=O)NCC1CC1)nn2Cc1ccccc1	12.6%[176 µM]
COc1cccc2cc(-c3nc(-c4nonc4N)no3)c(=O)oc12	-5.7%
Cc1noc(C2CCCCCN2C(=O)Cc2ccccc2)n1 (stereo not given)	-3.5%
COc1ccc(C(=O)C2CCN(C(=O)/C=C/c3cccc(C(F)(F)F)c3)CC2)cc1	17.8%
COc1ccc(-c2nc3cc(NC(=O)COc4ccccc4)ccc3o2)cc1Cl	?
COc1cn(CC(=O)Nc2ccc(C(F)(F)F)cc2)c(CN2CCOCC2)cc1=O	-2.1%
CC(C)CCN1C[C@@H]2C(=O)N(CCCN3CCCC3=O)C(=O)[C@@H]2C1	-6.2%
COc1ccc([C@@H]2CN(c3ncccc3C#N)C[C@H]2NC(C)=O)cc1	7.7%
O=S(=O)(NCc1ccc(Cn2cccn2)cc1)c1ccc(C(F)(F)F)cc1	?
CN1CCCC(C)(C(=O)Nc2ccc3scnc3c2)C1 (stereo not given)	?

Structures listed so far containing a COOH group, in the order listed:
structure	12-LOX inh
Cn1cc(C=CC(=O)O)c2nccnc21	11.3%
O=C(O)C[C@@H]1CCN(C(=O)C2CCCC2)C[C@@H]1CCN1CCN(c2cccc(C(F)(F)F)c2)CC1	12.8%
O=C(O)c1cc(Cl)cc(Cl)c1Br	?
CCCCN(Cc1ccccc1)c1ccc(NS(=O)(=O)c2ccccc2C)cc1C(=O)O	?
O=C(O)c1ccccc1-c1ccc(/C=N/O)o1	?
C[C@H](CO)N1C[C@H](C)[C@H](CN(C)Cc2ccc(C(=O)O)cc2)OCc2ccccc2-c2c(n(C)c3ccccc23)C1=O	-1.7%

(more compounds)
structure	12-LOX inh
CCn1ncc(N2CCC(NC(=O)Cc3cccs3)CC2)cc1=O	40.3%
Nc1nccnc1C(=O)NCc1cn(-c2ccccc2)nc1-c1ccccc1	-29.4%
COCCNC(=O)c1ccc(OC2CCN(C(=O)[C@@H](C)N)CC2)c(Cl)c1	28.5%
O=S(Cc1cccc(C(F)(F)F)c1)Cc1ccc(Cl)cc1Cl (stereo not given)	-12.5%
O=C1NCCCCCN(C(=O)COc2ccccc2)[C@H]2CCC[C@@H]12	25.4%
COc1ccccc1N1CC(c2nc3ccc(C)cc3[nH]2)CC1=O (stereo not given)	1.0%
COc1ccc(S(=O)(=O)c2cn(CC(=O)Nc3cccc(Cl)c3)c3ccc(C)cc3c2=O)cc1	-14.9%
O=C(O)CC1C(=O)NCCN1CCc1ccccc1 (stereo not given)	-4.0%
O=C1NCCCCC1Nc1ccc2oc(C3CC3)nc2c1 (stereo not given)	-8.9%
Cc1cc(C)cc(NC(=O)N2CCC3(CCNC(=O)CC3)CC2)c1	8.0%
O=C(NCCc1ccccc1)N1CCCCC1c1nc(CCOCC2CC2)no1 (stereo not given)	30.5%[activator]
O=C(c1ccc(Cl)cc1)N1CC(c2nnc(-c3ccncc3)o2)C2(CCOCC2)C1 (stereo not given)	18.8%
COc1ccc(C(=O)N2CCC3(CC2)NC(=O)N(Cc2ccc(F)cc2)C3=O)c(C)c1	11.1%
COc1ccccc1CC(=O)N1CCC2(CC1)NC(=O)N(Cc1ccccc1)C2=O	-16.3%
COc1cccc(N2C(=O)NC(=NC3CCCCC3)C23CCCN(C(=O)c2ccccc2OC)C3)c1 (stereo not given)	-0.4%[6.33 µM]
c1ccc(-n2ncc3c(Nc4cccc5c4CCCC5)ncnc32)cc1	?
O=C(CCNc1c(-c2ccc(F)cc2)nc2cnccn12)NC1CCCC1	11.8%

From PubChem BioAssay
